Source: PubChem
GLP1R cytotox: cytotoxicity in counter-screen for GLP-1R inverse agonists | HEK293 cAMP-luciferase reporter cells, luminescence, 24 h | Potency, µM (titrated, usually from 38.3 µM), inactives show at the highest dose activity change, negative = inhibition, usual class: inhibitors | hit rate 0.13% among 410,000;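 also: loss of luciferase light is scored as toxicity; potency is read from the fitted curve at half-maximal effect; % is scaled to controls: 0 for no effect and ±100 for the full control effect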
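Step one: seed cells (200 cells/uL, DMEM with 10% Nu serum, 1% pen-strep). Step two: 12-hour incubation at 37 deg C. Step three: pin 23 nL compound, incubate 24 hr. Step four: add luciferase reagent, read luminescence 12 min later.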
GLP-1R inv ag: GLP-1 receptor (human) inverse agonism; Potency, µM (doses to about 38.3 µM), inactives show at the top dose activity change, negative = inhibition, usual class: inhibitors; HEK293 GLP-1R CRE-luciferase, luminescence, 24 h; GLP-1R form is constitutively active; P43220; AID 624417; hit rate 1.6% among 410,000; also: potency is read from the fitted curve at half-maximal effect; % is scaled to controls: 0 for no effect and ±100 for the full control effect; nearly all actives have a fitted effect of over 55% in size
Target sequence (P43220 whole entry, looked up): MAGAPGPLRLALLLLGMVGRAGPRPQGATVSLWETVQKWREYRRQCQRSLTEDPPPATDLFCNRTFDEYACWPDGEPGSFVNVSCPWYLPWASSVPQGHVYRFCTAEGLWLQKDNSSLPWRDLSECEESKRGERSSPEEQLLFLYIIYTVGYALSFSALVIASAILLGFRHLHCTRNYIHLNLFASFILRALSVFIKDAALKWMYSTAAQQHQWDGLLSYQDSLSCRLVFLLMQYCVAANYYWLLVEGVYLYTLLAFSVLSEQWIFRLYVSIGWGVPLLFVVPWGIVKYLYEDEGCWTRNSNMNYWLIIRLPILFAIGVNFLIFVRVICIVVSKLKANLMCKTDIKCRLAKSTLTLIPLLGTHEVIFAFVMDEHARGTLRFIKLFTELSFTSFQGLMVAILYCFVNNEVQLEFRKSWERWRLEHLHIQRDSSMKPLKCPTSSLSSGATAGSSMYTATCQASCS
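Stable HEK293 clone (constitutively active GLP-1R + cAMP-response luciferase); 200 cells/uL plated, 12 h pre-culture, compound 24 hr, 37 deg C/5% CO2; detection reagent 12 min RT; luminescence.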
IL-2 act: activators of IL-2. IL-2 activation reporter assay, cell-based qHTS; stimulated with anti-CD3/CD4/CD28 beads; in transgenic mouse T cells. AID 652025. hit rate 0.065% among 360,000. activation, % (series mostly up to about 46 µM); in the data active = activation above about 50%; inconclusive = mostly about 30% to 49%; also: 0% is about no effect
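Unstimulated transgenic mouse T cells; 60-min compound exposure; bead-based TCR/CD4/CD28 stimulation; 18 h culture, 37 degrees C; dual fluorescence (EGFP, DsRed) plate cytometry.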
PI5P4K alpha inh: blocks human PI5P4K alpha kinase activity. hit rate 1.2% among 330,000. max response, %. P48426. PI5P4Kalpha enzyme, ADP-Glo luminescence, 60 min; stronger effect = lower value; active = max response of -50% or lower; inconclusive = between -30% and -50%; inactive = -30% or higher; also: value at the top dose of about 77 µM; % is scaled to controls: 0 for no effect and ±100 for the full control effect
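Quantitative HTS of the MLSMR library against PI5P4Kalpha with substrate. ATP added last at 5 microM final; room temperature, 60 minutes. Remaining ATP depleted, ADP converted and read as luminescence.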
PTHR1 agonist: agonists of human PTHR1 parathyroid hormone receptor. Q03431. HEK293 GP2 PTHR1 cells, GloSensor cAMP luminescence, 1 h. Potency, µM (doses to about 115 µM), without a hit: at the top dose activation, actives largely listed as activators. hit rate 0.075% among 410,000; also: potency is read from the fitted curve at half-maximal effect; nearly all actives have a fitted effect of over 55% in size; some results filed as inactive show a strong effect at the top dose; inactives centre near -15; many of its hits are not listed in these tables
Target sequence (Q03431 whole entry, looked up): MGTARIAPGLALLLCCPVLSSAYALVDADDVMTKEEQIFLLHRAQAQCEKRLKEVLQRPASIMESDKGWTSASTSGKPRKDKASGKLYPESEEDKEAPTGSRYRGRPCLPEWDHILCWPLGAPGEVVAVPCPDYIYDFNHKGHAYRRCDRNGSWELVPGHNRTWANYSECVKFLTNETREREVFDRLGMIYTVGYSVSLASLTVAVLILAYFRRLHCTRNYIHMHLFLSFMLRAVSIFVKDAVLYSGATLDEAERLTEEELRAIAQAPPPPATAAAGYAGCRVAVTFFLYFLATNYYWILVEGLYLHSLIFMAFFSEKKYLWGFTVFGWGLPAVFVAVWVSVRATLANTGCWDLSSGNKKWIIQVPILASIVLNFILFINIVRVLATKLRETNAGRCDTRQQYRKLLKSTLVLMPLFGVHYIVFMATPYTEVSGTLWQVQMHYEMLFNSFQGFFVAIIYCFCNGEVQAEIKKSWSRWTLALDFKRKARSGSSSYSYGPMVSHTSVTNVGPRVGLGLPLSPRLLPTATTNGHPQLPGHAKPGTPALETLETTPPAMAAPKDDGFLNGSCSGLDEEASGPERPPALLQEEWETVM
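HEK-293-derived GP2 cells expressing PTHR1 and a GloSensor cAMP reporter, 3,000/well, plated overnight, given luciferin plus IBMX (each 0.5 mM as added) for 1 h at 37 °C, then compound for 1 h at 37 °C. Luminescence was read after 15 min at room temperature.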
EPAC1 antag: EPAC1 (human) antagonism; O95398; EPAC1 GEF assay, Rap1b-BODIPY-GDP exchange fluorescence; hit rate 0.14% among 360,000; AID 720709; Potency, µM (series often up to 115 µM), inactives show at the top dose activity change, negative = inhibition, most hits filed as inhibitors;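 also: potency is read from the fitted curve at half-maximal effect; plate controls were vehicle for no effect and positive control for full effect; nearly all actives have a fitted effect of over 50% in size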
GLP-1R agonist: activates the human GLP-1 receptor. P43220. HEK293 GLP-1R CRE-luciferase, luminescence, 4-6 h; cells express a hypersensitive GLP-1R form. Potency, µM (doses to about 45.6 µM), inactives show at the highest dose activation, most hits filed as activators. hit rate 0.007% among 380,000; also: potency is read from the fitted curve at half-maximal effect; % of control where 0% means no effect
PLK1 PBD inh: inhibitors of human PLK1 polo-box domain binding | Plk1 PBD binding of FITC phosphopeptide, fluorescence polarization | Potency, µM, inactives show max response, negative = inhibition, most hits filed as inhibitors | hit rate 2.8% among 360,000 | AID 720504; also: potency is read from the fitted curve at half-maximal effect; series mostly up to about 57 µM; % is scaled to controls: 0 for no effect and ±100 for the full control effect; nearly all actives have a fitted effect of over 65% in size
EPAC1 agonist: activates human EPAC1 exchange factor | O95398 | EPAC1 agonist qHTS, biochemical assay; response scale: 100% = response to 6.5 mM cAMP | Potency, µM (titrated, usually from 154 µM), for inactives: top-dose activation, actives largely listed as activators | hit rate 0.073% among 360,000; also: potency is read from the fitted curve at half-maximal effect; nearly all actives have a fitted effect of over 60% in size
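Fluorescent GDP-exchange assay: 100 nM EPAC1 with 250 nM Rap1B preloaded with BODIPY-GDP and 50 uM GDP; compounds tested as concentration series, 5 min at room temperature, then read every 5 min for 30 min (ex 480/em 540 nm); normalized to 6.5 mM cAMP.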
Numbers without * were called inactive; i = inactive; ? = inconclusive; nt = no result given; & = joins results of further samples; [ ] = another dose, or the depositor's remark. Unless noted, calls follow the shape of the dose curve; as a rule, active = well fitted curve in the direction sought with a large enough effect; inconclusive = small, poorly fitted or top-dose-only effect, or another doubt; inactive = no such curve, though single readings can be large; an effect the other way counts as inactive or inconclusive.

SMILES	GLP1R cytotox	GLP-1R inv ag	IL-2 act	PI5P4K alpha inh	PTHR1 agonist	EPAC1 antag	GLP-1R agonist	PLK1 PBD inh	EPAC1 agonist
O=C(c1ccc(CS(=O)Cc2ccc(Cl)cc2)o1)N1CCN(c2ccccn2)CC1 (stereo not given)	0%	?	-0.6	-5	-25%	-9%	2%	-3%	0%
O=C(CSc1nccn1Cc1ccco1)Nc1ccccc1	4%	-15%	-0.6	4	-8%	-14%	2%	-14%	-11%
O=C(c1cccc(C(F)(F)F)c1)C1CCCN(C(=O)CCn2cnnn2)C1 (stereo not given)	-9%	-4%	0.7	9	-17%	2%	12%	-4%	9%
C/C(O)=C\c1nc2ccccc2oc1=O	73%[activator]	1%	0.3	3	i	2%	5%	-30%	9%
Cc1ccc(/C=N/N2CCN(Cc3ccc(Cl)cc3)CC2)o1	17%	?	-0.3	-4	-2%[57.5 µM]	-3%	1%	-10%	-6%
O=C(CN1C(=O)C2C3c4ccccc4C(c4ccccc43)C2C1=O)Nc1ccccc1C(=O)O (stereo not given)	-2%	-18%	-1.3	-3	i	-1%	-1%	-2%	-9%
COc1c(Cl)cc(C(=O)Nc2ccc(Cl)cn2)cc1Cl	6%	8%	-0.1	-4	-11%	1%	2%	-7%	10%
FC(F)(F)c1cc(CCN2CCNC[C@@H]2CC2CCCCC2)cc(C(F)(F)F)c1	0%	9%	-4.9	8	-11%	?	-11%	-6%	-36%[inhibitor]
CC1CCCCN1CC(=O)Nc1sccc1C#N (stereo not given)	10%	7%	-0.9	1	i	-1%	-1%	-4%	1%
Cc1ccc2c(c1)[C@H]1[C@H](CO2)[C@H](c2ccccc2)[C@]2(C)C(=O)N(C)CC(=O)N12	-2%	-6%	-0.2	-3	i	-29%	1%	?	-17%
COc1cccc(C(=O)Nc2cc(C)nn2-c2ccccc2)c1OC	-2%	65%[activator]	-1.6	-2	i	3%	?	-1%	-4%
C#CCOCCOCCOCCNc1nc(N2CCN(C(=O)[C@H](CCCCN)n3cc(CN)nn3)CC2)nc(N2CCN(C(=O)[C@H](CCCCN)n3cc([C@@H](N)CC(N)=O)nn3)CC2)n1	2%	26%	0.2	-11	i	-20%	-4%	-2%	-10%
O=C(CN(c1cccc([N+](=O)[O-])c1)S(=O)(=O)c1ccccc1)N(Cc1ccccc1)Cc1ccccc1	6%	?	1.0	-5	-1%	-17%	4%	-2%	0%
Cc1cc(C)c2nc(N(CCN(C)C)C(=O)/C=C/c3cccs3)sc2c1	1%	5%	0.2	7	i	-1%	-3%	-14%	1%
Cc1nc2sc(C(c3cccs3)N3CCN(c4ccccc4)CC3)c(O)n2n1 (stereo not given)	1%	-3%	-2.0	-3	-6%	?	-3%	-1%	5%
CS(=O)(=O)N1CCN(C(=O)c2cc(-c3ccccc3)nc3ccccc23)CC1	8%	0%	-0.4	nt	-28%	0%	18%	-2%	-1%
Cc1nn(C(C)C(=O)NCc2ccco2)c(=O)c2nn(-c3ccccc3)c(C)c12 (stereo not given)	6%&2%	-2%&-7%	-0.8	0	-4%&-28%	-19%	3%	-3%	5%
CCOc1ccc(C(=O)NCC(=O)NCC(c2ccccc2OC)N2CCCC2)cc1 (stereo not given)	0%	-25%	-1.7	6	i	-21%	7%	-9%	-4%
CCOc1ccc(NC(=O)CSc2nnc(CNC(=O)C34CC5CC(CC(C5)C3)C4)n2CC)cc1	5%	-3%	nt	nt	-7%	nt	0%	nt	nt
Cc1ccc(S(=O)(=O)NN=C2CCN(Cc3ccccc3)CC2)cc1	-5%	-1%	-2.2	1	-2%	13%	0%	-8%	-10%
Cc1noc(C)c1NC(=O)N(C)C[C@H]1Oc2c(NC(=O)c3ccncc3)cccc2C(=O)N([C@H](C)CO)C[C@@H]1C	5%	11%	5.7	?	i	-1%	0%	-26%	1%
O=C(Cn1cnc2c(OCc3ccccc3)ncnc21)NCCN1CCOCC1	-3%	7%	-0.1	2	i	0%	-1%	-8%	-9%
Cc1nc(-c2ccc(C)c(N3CCN(C(=O)Nc4cccc(Cl)c4C)CC3)c2)no1	0%	4.5µM*	nt	nt	-92%[inhibitor]	nt	-4%	nt	nt
Cc1ccc2cc(CCNC(=O)C3CCCCC3)c(=O)[nH]c2c1C	0%	6%	-3.5	5	10%	-12%	-1%	1%	2%

A portion from the list above:
SMILES	GLP1R cytotox	GLP-1R inv ag	IL-2 act	PI5P4K alpha inh	PTHR1 agonist	EPAC1 antag	GLP-1R agonist	PLK1 PBD inh	EPAC1 agonist
O=C(CN(c1cccc([N+](=O)[O-])c1)S(=O)(=O)c1ccccc1)N(Cc1ccccc1)Cc1ccccc1	6%	?	1.0	-5	-1%	-17%	4%	-2%	0%
Cc1cc(C)c2nc(N(CCN(C)C)C(=O)/C=C/c3cccs3)sc2c1	1%	5%	0.2	7	i	-1%	-3%	-14%	1%
Cc1nc2sc(C(c3cccs3)N3CCN(c4ccccc4)CC3)c(O)n2n1 (stereo not given)	1%	-3%	-2.0	-3	-6%	?	-3%	-1%	5%

The listing continues.
SMILES	GLP1R cytotox	GLP-1R inv ag	IL-2 act	PI5P4K alpha inh	PTHR1 agonist	EPAC1 antag	GLP-1R agonist	PLK1 PBD inh	EPAC1 agonist
Cc1nnn(C23C[C@@H]4C[C@@H](CC(C(=O)N5CCN(c6ccccc6)CC5)(C4)C2)C3)n1	2%	4%	-0.3	2	-20%	-1%	4%	-8%	5%
CC(=O)c1ccc(NC(=O)c2onc(C)c2Cl)cc1	-4%	?	-1.6	?	-30%	18%	-3%	2%	4%
CCOc1ccc(-n2c(COc3ccc(C)cc3)nnc2SCC(N)=O)cc1	3%	-6%	-1.3	nt	4%[57.5 µM]	-1%	16%	4%	4%
COCCn1c(SCC(=O)NCc2ccco2)nnc1-c1c[nH]c2ccccc12	2%	9%	-1.2	5	i	6%	-5%	3%	-3%
CCc1cc(C(=O)N2CCCC(C(=O)c3ccc(OC)c(F)c3)C2)n(C)n1 (stereo not given)	-22%	-3%	-0.3	7	-17%	1%	-1%	-17%	1%
COc1ccccc1C(=O)n1nc(-c2ccccc2)nc1NCc1ccc(Cl)cc1	-1%	4%	nt	nt	i	nt	3%	nt	nt
CCNC(=O)CSc1nc2ccccc2c(=O)n1-c1cc(OC)ccc1OC	-21%	8%	-2.3	nt	i	-14%	4%	-1%	6%
COc1ccc(C2N(C(=O)N3CCOCC3)CCN2S(=O)(=O)c2ccc(C)cc2)cc1 (stereo not given)	-9%	0%	-1.5	nt	-22%	9%	11%	0%	-6%
Cc1ccc(C23CC4CC(CC(CC(=O)NC(C)(C)CO)(C4)C2)C3)cc1	28%	?	0.7	30	-89%[inhibitor]	-13%	1%	4%	-12%
Cc1c(C)n(CC(O)CNCCO)c2ccccc12 (stereo not given)	1%	-10%	0.3	5	26%	5%	2%	4%	0%
C=CCOc1cccc(C2NC(=O)c3ccccc3O2)c1 (stereo not given)	14%	0%	-1.5	7	-29%	-11%	18%	-2%	-12%
CCN(Cc1ccc(OC)c(F)c1)C(=O)C1CCCO1 (stereo not given)	-19%	-11%	-0.9	0	i	-14%	6%	-3%	8%
NC(=S)N/N=C/c1ccc(OC(=O)c2cccnc2)cc1	0%	22%	-1.8	7	i	0%	-7%	-4%	-8%
COC(=O)c1ccc(NC(=O)COc2coc(CN3CCc4ccccc43)cc2=O)cc1	4%	11%	-3.6	?	i	-11%	-9%	0%	1%
Cc1ccc(C)c(NC(=O)CCC(=O)OC(C(=O)c2ccccc2)c2ccccc2)c1 (stereo not given)	5%	-1%	0.0	nt	i	-2%	9%	2%	3%
Cc1ccc(OCC(=O)NCCCNC(=O)c2cnccn2)cc1C	1%	42%[activator]	1.2	0	-4%	19%	16%	-1%	0%
COc1cccc(/C=C/C2=CC(C)(C)NC(=S)N2)c1	?	?	0.8	-2	0%	-2%	6%	?	-6%
Cc1cc(-c2ccc(C(C)C)c(S(=O)(=O)Nc3ccccn3)c2)on1	1%	94%[activator]	0.3	-12	i	-9%	17%	-16%	11%
CCCCC(CC)C(=O)Nc1ccccc1C#N (stereo not given)	31%	0%	-3.3	nt	?	7%	3%	-7%	-3%
Cc1ccc(NC(=O)CNC(=O)c2ccc(OC(F)F)cc2)cc1S(=O)(=O)N1CCCCCC1	-10%	?	0.3	0	-85%[inhibitor]	-16%	-3%	2%	-6%
O=C(c1ccc(=O)[nH]n1)N1CCN(S(=O)(=O)c2ccc3ccccc3c2)CC1	9%	75%[activator]	-1.0	2	-20%	-20%	15%	-14%	-1%
COc1ccccc1N1CCN(/N=C/C=C/c2ccccc2[N+](=O)[O-])CC1	-5%	?	-1.7	0	-11%	7%	18%	6%	0%
O=C(O)c1ccc(-c2nc(-c3ccc(Cl)c(Cl)c3)cs2)cc1	3%	59%[activator]	-3.1	-3	-25%	-20%	3%	27µM*	2%
CNC(=S)Nc1ccc2[nH]c(=O)[nH]c2c1	-2%[0.307 µM]	-14%[0.307 µM]	0.1	1	-24%	-7%	-1%	-9%	14%
Cc1ccc(NC2=NC(c3ccc(F)cc3)n3c(nc(C)cc3=O)N2)c(C)c1 (stereo not given)	-1%	-1%	1.2	3	i	25%	3%	-3%	-4%
CCCC(C)NC(=O)c1sc2nc3n(c(=O)c2c1C)CCC3 (stereo not given)	4%	19%	-0.3	2	i	-6%	2%	-4%	-6%
Cc1ccc(Cl)cc1-n1c(=O)c2sc3ccccc3c2n(Cc2ccccc2)c1=O	0%	4%	nt	nt	i	nt	-1%	nt	nt
Cc1csc(NC(=O)C2CCCC2)n1	-6%	-21%	0.3	2	2%[57.5 µM]	-5%	10%	-5%	-4%
CN(C(=O)/C(N=Nc1cccc(C(F)(F)F)c1)=C(\O)C(F)(F)F)c1ccccc1	?	?	-3.9	nt	-18%[57.5 µM]	-21%	-6%	-11%	14%
COCCNC(=S)Nc1ccc(N2CCOCC2)c(S(=O)(=O)Nc2ccc(Cl)cc2)c1	-12%	?	-1.0	?	i	-10%	-2%	2.4µM*	2%

Some of the compounds tested; count on the stated rates, not on these rows.
